FEN1 inhibitor: qHTS Assay for the Inhibitors of Human Flap endonuclease 1 (FEN1) | 390,000 tested, 0.35% active | Potency, µM (titrated, usually from 114 µM), for inactives: at the top dose activity change, negative = inhibition, actives largely listed as inhibitors | Recombinant FEN1 flap cleavage, fluorescence, 15 min | AID 588795, 2011; further: nearly all actives have a fitted effect of over 65% in size
Target sequence (P39748 whole entry, looked up): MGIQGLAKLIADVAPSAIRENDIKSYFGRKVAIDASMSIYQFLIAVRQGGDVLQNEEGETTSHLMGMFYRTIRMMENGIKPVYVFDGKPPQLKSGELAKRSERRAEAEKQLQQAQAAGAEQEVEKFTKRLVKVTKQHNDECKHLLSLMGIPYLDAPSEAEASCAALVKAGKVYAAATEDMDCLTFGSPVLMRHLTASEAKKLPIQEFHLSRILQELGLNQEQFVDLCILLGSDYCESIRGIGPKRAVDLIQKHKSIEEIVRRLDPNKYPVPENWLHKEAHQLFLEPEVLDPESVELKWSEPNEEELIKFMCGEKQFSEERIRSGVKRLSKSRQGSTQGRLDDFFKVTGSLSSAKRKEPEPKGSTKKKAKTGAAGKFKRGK
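Nuclease activity of 10 nM FEN1 was measured after 15 min of room-temperature exposure to titrated compounds, by adding 50 nM flap substrate and reading plates at 0 and 15 min.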
N370S GC mod: qHTS Assay for Inhibitors and Activators of N370S glucocerebrosidase as a Potential Chaperone Treatment of Gaucher Disease | Lysosomal acid glucosylceramidase (Homo sapiens), P04062 | 330,000 tested, 0.092% active | Potency, µM (top dose mostly 59.4 µM), for the others: at the top dose activity change, negative = inhibition, most hits filed as inhibitors | N370S GC spleen homogenate, 4MU-glucoside fluorescence;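 further: 0% = full enzyme activity and -100% = no enzyme basal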
TDP1 cell CPT: qHTS for Inhibitors of human tyrosyl-DNA phosphodiesterase 1 (TDP1): qHTS in cells in presence of CPT; AID 686979, 2013; chicken DT40 Tdp1-/-;hTDP1 cells + 20 nM CPT, ATP luminescence, 48 h; Potency, µM (titrated, usually from 46.2 µM), for inactives: top-dose activity change, negative = growth inhibition, usual class: inhibitors; 420,000 tested, 12% active; further: nearly all actives have a fitted effect of over 55% in size
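Chicken DT40 Tdp1-/- cells stably complemented with human TDP1 were seeded at 400 cells/well in medium containing 20 nM camptothecin, exposed to pin-transferred compounds, and grown at 37 °C for at least 48 hr. Viability was read as ATP luminescence.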
Active calls of the source: *; ? = inconclusive; · = not tested or not shown; & = joins results of further samples; [ ] = dose if it differs, or a comment. The call rests on the fitted dose curve; in most records, active means well fitted curve in the direction sought with a large enough effect; inconclusive means small, poorly fitted or top-dose-only effect, or another doubt; inactive means no such curve, though single readings can be large; an effect the other way counts as inactive or inconclusive. Unless noted, on the % scale 0 is the no-effect control and ±100 the full control effect; potency means the concentration at half of the fitted maximal effect. Some of the compounds tested; count on the stated rates, not on these rows.

SMILES	FEN1 inhibitor	N370S GC mod	TDP1 cell CPT
CCOC(=O)c1[nH]c(C)c(C(=O)OCC(=O)Nc2sc3c(c2C#N)CCCCC3)c1C	-9.8%	-7.8%	-2.9%
Cc1ccc(CC2CC(=O)N(c3cc(Cl)ccn3)C2=O)cc1 (stereo unspecified)	8.2%	9.4%	10.5%
COc1ccc(Br)cc1S(=O)(=O)N1CCN=C1c1ccccc1	10.1%	-1.1%	-29.9%
COc1ccccc1/C=N/NC(=O)C(NC(=O)c1ccccc1)=C(C)C	0.9%	4.3%	-3.7%
CSCCC(NC(=O)c1ccc(=O)n(C)n1)c1nc2ccccc2[nH]1 (stereo unspecified)	-6.5%	-7.7%[2.35 µM]	-11.9%
CCOc1ccc(C(C)NC(=O)c2ccccc2F)cc1 (stereo unspecified)	0.3%	1.3%	-15.7%
CC(C)Sc1nc2[nH]ncc2c(=O)[nH]1	7.9%	11.6%	-2.0%
Cc1ccc2c(Cl)c(C(=O)NCCc3ccccc3)sc2c1	-1.1%	?	?
CC(C)OCCCNC(=O)c1ccc(CS(=O)(=O)Cc2ccccc2F)o1	-5.2%	-7.5%	?
O=C(COC(=O)c1ccc(OC(F)F)cc1)NCc1cccs1	19.3%	·	-15.4%

Results in TDP1 cell CPT and FEN1 inhibitor, for 6 of the compounds above:
SMILES	TDP1 cell CPT	FEN1 inhibitor
CCOC(=O)c1[nH]c(C)c(C(=O)OCC(=O)Nc2sc3c(c2C#N)CCCCC3)c1C	-2.9%	-9.8%
COc1ccc(Br)cc1S(=O)(=O)N1CCN=C1c1ccccc1	-29.9%	10.1%
COc1ccccc1/C=N/NC(=O)C(NC(=O)c1ccccc1)=C(C)C	-3.7%	0.9%
Cc1ccc(CC2CC(=O)N(c3cc(Cl)ccn3)C2=O)cc1 (stereo unspecified)	10.5%	8.2%
CCOc1ccc(C(C)NC(=O)c2ccccc2F)cc1 (stereo unspecified)	-15.7%	0.3%
CC(C)Sc1nc2[nH]ncc2c(=O)[nH]1	-2.0%	7.9%

Later entries
SMILES	FEN1 inhibitor	N370S GC mod	TDP1 cell CPT
CC(C)c1ccc(C(=O)NN2C(=O)C3CCCCC3C2=O)cc1 (stereo unspecified)	-0.9%	-23.7%	3.0%
CSc1ccc(CCNC(=O)c2nn(C)c3c2CS(=O)(=O)c2ccccc2-3)cc1	-5.6%	?	?
CCOC(=O)N1CCC(NCc2c(C(=O)N(C)Cc3ccccc3)nc3ccccn23)CC1	-0.8%	-5.9%	16.1%
CSc1nc(-c2ccccc2)c2cc(Cl)ccc2n1	-0.7%	5.9%	21.4%
COc1cc(OC)c(NC(=O)N2CCN3CCCCC3C2)cc1Cl (stereo unspecified)	-3.8%	·	9.1%
CCc1nn(CC(=O)NCCCN2CCN(CC)CC2)c(=O)c2cc3occc3n12	-12.0%&-1.7%	3.7%	7.0%&-15.7%
COCCCn1cnc2oc3nc4ccccc4nc3c2c1=O	1.6%	?	2.0%
CON/C=C(\C=Nc1ccccc1)c1ncc(C(F)(F)F)cc1Cl	-17.2%	-3.2%	-27.0%
C[C@H]1CN=C(N(C)C)N1CC1CCCC1	-9.6%	-12.9%	-7.2%
CCCCNC(=O)c1ccccc1C(=O)NCCCC	4.9%	1.0%	29.1µM*
COc1ccc(S(=O)(=O)N2CCC(C(=O)N3CCCC3)CC2)cc1Cl	-8.5%	6.2%	?
COc1ccc(N2CC(C(=O)Nc3nc(-c4ccccc4)c(C(C)=O)s3)CC2=O)c(OC)c1 (stereo unspecified)	2.3%	-8.4%	-12.8%
CCCCNC1=CC(=O)C(=O)c2ccccc21	-7.9%	-1.6%	8.2µM*
Cc1sc(NCc2ccccc2)nc1-c1ccccc1	-1.1%	·	?
Cc1cc2nc(C)n(CCCN)c2cc1C	-8.6%	-5.8%	23.1µM*
O=C(Cn1[nH]c(=O)c2ccccc2c1=O)N1CCN(S(=O)(=O)c2ccc(Cl)cc2)CC1	-0.7%	·	-15.0%
CCN(CC)S(=O)(=O)c1ccc(NC(=S)NC(=O)C(C)C)cc1	-9.4%	7.9%	-25.3%
CSCCC(NS(=O)(=O)c1ccc2c(c1)oc(=O)n2C)C(=O)NC1CCCc2ccccc21 (stereo unspecified)	1.2%	3.9%	-23.7%
CSc1ncc(C(=O)Nc2ccc(C)cc2C)c(C)n1	15.1%	-0.7%	-13.4%
CCC(OC(=O)C1=Cc2ccccc2OC1)C(=O)NC1CCCC1 (stereo unspecified)	-3.7%	5.3%	-22.8%
c1ccc(-c2ccc(C3=Nn4c(nnc4-c4cc(-c5ccccc5)n[nH]4)SC3)cc2)cc1	7.8%	-9.2%	?
COc1ccc(CNC(=O)C2CCN(c3nccs3)CC2)cc1	-0.1%	-0.1%	-3.2%
CCc1[nH]c(=O)[nH]c1C(C)S(=O)(=O)c1ccc(C)cc1 (stereo unspecified)	-13.3%	-1.5%	?
CCN(Cc1ccccc1)S(=O)(=O)c1ccc(S(=O)(=O)N2CCN(C)CC2)cc1	-0.8%	1.7%	-28.9%
CCC(C(=O)NCCCN1CCN(CC)CC1)n1nc(C)n2c(cc3occc32)c1=O (stereo unspecified)	2.2%	-5.2%	-2.5%
CN(C(=O)c1cnc2n(c1=O)CCS2)C1CCCCC1	16.2%	21.7%	?
CCOc1ccccc1NC(=O)CC(O)(C(F)(F)F)C(F)(F)F	-8.2%	-1.6%	-19.7%
COC(=O)c1ccccc1Oc1cc(C(F)(F)F)nc(-c2ccccn2)n1	-7.2%	·	-13.2%
COCc1nnc(NS(=O)(=O)c2c(C)cc(C)cc2C)s1	-9.8%	5.4%	-5.3%
O=C(Nc1ccc2c(c1)Cc1cc([N+](=O)[O-])ccc1-2)C(F)(F)F	0.8%	·	?
O=C(O)CSc1nnc(-c2cccnc2)n1Cc1ccccc1	-0.3%	-9.7%	-1.5%
O=C(CCc1ccccc1)NCc1ccc2c(c1)CCN2C(=O)c1ccccc1	-9.7%	·	10.3µM*
Cc1cccc(N2CCN(C(=S)Nc3ccc4nc(N5CCN(C)CC5)cc(C)c4c3)CC2)c1C	20.0%	0.6%	1.3µM*
CC(CCc1ccccc1)NC(=O)c1ccc(Br)o1 (stereo unspecified)	-9.3%	3.8%	-21.9%
COc1ccccc1C(=O)Nc1ccccc1SC(=O)c1ccccc1OC	10.9%	6.7%	2.59µM*
COc1ccc(NC(C)=O)cc1NC(=O)c1ccc2ccccc2c1	7.5%	12.1%	-7.8%
COc1ccc(C(=O)OCC(=O)c2ccc(C3CCCCC3)cc2)cc1	-9.6%	15.2%	?
C=CCn1c(SCC(=O)NCCOC)nnc1-c1cc2c(s1)CCC(CC)C2 (stereo unspecified)	-16.6%	8.7%	?
Nc1nc(-c2ccc(Cl)cc2)nn1C(=O)c1cccnc1	-6.4%	11.0%	-7.0%
COc1ccc(C=C2SC(=S)NC2=O)c(OC)c1OC	-10.0%	·	?

The last three records of the part above open the next one.
SMILES	FEN1 inhibitor	N370S GC mod	TDP1 cell CPT
C=CCn1c(SCC(=O)NCCOC)nnc1-c1cc2c(s1)CCC(CC)C2 (stereo unspecified)	-16.6%	8.7%	?
Nc1nc(-c2ccc(Cl)cc2)nn1C(=O)c1cccnc1	-6.4%	11.0%	-7.0%
COc1ccc(C=C2SC(=S)NC2=O)c(OC)c1OC	-10.0%	·	?
Cc1ccccc1NC(=O)CSCn1nnc2c(=O)[nH]c(Cc3ccc(F)cc3)nc21	-3.9%	·	-29.5%
Cc1c(C)n(Cc2ccccc2)c2ccc(C(=O)NCCc3ccccc3Cl)cc12	-8.0%	·	20.6µM*
Cc1ccc2c(c1)NC(=O)C(CC(=O)O)O2 (stereo unspecified)	-5.8%	4.3%	10.7%
Cc1onc(-c2ccccc2)c1-c1csc(COc2ccccc2)n1	6.8%	10.9%	?
O=C(Nc1cccc(C(=O)OCc2cc(=O)n3nc(C4CC4)sc3n2)c1)c1cccc(F)c1	-3.1%	·	-19.6%
O=C(c1cccc(F)c1)N1CCCC(C(=O)N2CCN(c3ccccc3)CC2)C1 (stereo unspecified)	0.0%	-8.0%	8.3%
O=C(c1cc(-c2ccncc2)nc2ccccc12)N1CCN(c2ccc(N3CCOCC3)nn2)CC1	14.5%	-7.6%	-12.9%
CCCCCCc1cc2cc(C(=O)Nc3ccccc3)c(=O)oc2cc1O	-3.3%	-10.4%	3.26µM*
Cc1ccc2nc(SCC(=O)Nc3cccc(Cl)c3)nc(=O)n2c1	-11.3%	1.3%	?
CN(c1ccc(OCC(=O)Nc2nc3ccccc3s2)cc1)S(=O)(=O)c1ccccc1	-10.2%	7.5%	-28.1%
CC(C)CN(CC(C)C)c1ccc(/C=N/n2cnnc2)cc1[N+](=O)[O-]	-20.8%	23.6%	?
Cc1ccnc(N2CCN(c3cc(C)c(C#N)c4nc5ccccc5n34)CC2)c1	2.8%	·	?
CN(C)c1ccc(C(C(=O)NC2CCCC2)N(C(=O)c2csnn2)C2CC2)cc1 (stereo unspecified)	-2.0%	-3.0%	-18.8%
CCN(C(=O)c1cc2c(s1)-c1ccccc1OC2)c1cc(Cl)ccc1OC	-1.1%	·	20.6µM*
COc1ccc(/C=C/C(=O)Oc2ccc(/C=N/NC(=O)c3ccncc3)cc2)cc1	-0.6%	1.1%	-7.0%
COc1ccc(CN2CCNC(=O)C2CC(=O)N(C)Cc2nonc2C)c(F)c1 (stereo unspecified)	12.1%	-4.5%	-1.1%
O=S(=O)(Nc1cccc2c1CCCC2)c1cccc(C(F)(F)F)c1	-19.2%	8.2%	?
O=C1C2C3CCCC3=C3CCCC3C2C(=O)N1c1ccccc1 (stereo unspecified)	-4.9%	4.3%	-28.3%
COc1ccc(C2C(C#N)=C(N)N(c3cccnc3)C3=C2C(=O)CC(C)(C)C3)cc1OC (stereo unspecified)	24.5%	10.0%	23.1µM*
Cn1cc(S(=O)(=O)Nc2ccc3c(c2)OCCO3)cn1	-7.3%	1.3%	1.1%

Record cards, as listed above. Order of values: FEN1 inhibitor, N370S GC mod, TDP1 cell CPT
CSCCC(NC(=O)c1ccc(=O)n(C)n1)c1nc2ccccc2[nH]1 (stereo unspecified) is listed with -6.5%, -7.7%[2.35 µM], -11.9%
CSc1nc(-c2ccccc2)c2cc(Cl)ccc2n1 is listed with -0.7%, 5.9%, 21.4%
Cc1onc(-c2ccccc2)c1-c1csc(COc2ccccc2)n1 is listed with 6.8%, 10.9%, ?

Continuation.
SMILES	FEN1 inhibitor	N370S GC mod	TDP1 cell CPT
CSCCC(NC(=O)COc1ccccc1)C(=O)NCC1COc2ccccc2O1 (stereo unspecified)	-2.4%	-8.8%	?
S=C(Nc1ccccc1Cl)Nc1ccc(Cl)cc1Cl	-1.6%	2.9%	-12.3%
FC(F)(F)c1cc(CCN2C(=S)NC[C@@H]2c2ccccc2)cc(C(F)(F)F)c1	-5.0%	-1.7%	?
CCN(CC)C(C)C(=O)Nc1c2c(cc3c1CCC3)CCC2 (stereo unspecified)	-1.9%	-4.1%	-26.9%
CC1=C(C(=O)NC(C)c2ccc3c(c2)OCCO3)C2(CCC(C)CC2)OC1=O (stereo unspecified)	15.6%	1.5%	?
Cn1c(-c2ccc(F)cc2)cnc1NCc1ccccc1F	-4.3%	-25.6%	-28.2%
CCOC(=O)NC(=O)/C(N=Nc1cc(C)cc(C)c1)=C(\C)O	1.6%	7.6%	4.1%
CN(C)S(=O)(=O)c1ccc(NC(=O)C2CC3C=CC2C3)cc1 (stereo unspecified)	-2.9%	5.0%	-8.6%
Cc1cc(C)cc(N(CC(=O)NCc2ccc(F)cc2)C(=O)c2snc(C(N)=O)c2N)c1	4.7%	?	?
Cc1ccc(N(CC(=O)NC2CCCCC2)S(=O)(=O)c2c(C)nn(C)c2C)cc1	-1.6%	-5.5%	-1.8%
CC(C)c1ccc(NC(=O)c2ccc3oc(=O)c(S(=O)(=O)c4ccc(F)cc4)cc3c2)cc1	-2.8%	·	?
O=S(=O)(Nc1c(O)ccc2ccccc12)c1ccccc1	?	·	?
COc1ccc2oc(C)c(C(=O)c3ccc([N+](=O)[O-])cc3)c2c1	-12.3%	-2.0%	-28.5%
O=c1cc(-c2cccc(F)c2)[nH]c2ccccc12	-5.8%	-1.3%[136 µM]	1.03µM*
CCCOc1ccc(-c2nnn(CC(=O)c3c[nH]c4ccccc34)n2)cc1	-13.9%	4.0%	-14.0%
O=C(CC1C[C@H](C(=O)N2CCCCC2)[C@@]2(CCc3ccccc3)c3[nH]c4ccccc4c3CCN2C1=O)NCc1cccc(C(F)(F)F)c1 (stereo partly specified)	-25.4%	·	?
O=C(c1ccco1)N1CCN(C(c2ccccc2Cl)c2nnnn2Cc2ccco2)CC1 (stereo unspecified)	2.1%	-14.8%[2.35 µM]	16.4µM*
O=C(CN1CCOCC1)Nc1ccc2c(c1)OC(F)(F)O2	-2.6%	-4.1%	17.2%
CC(=O)N1CCC2(CC1)CC(=O)c1cc(OCC(=O)NCc3ccc(C)cc3)ccc1O2	1.4%	24.0%	-17.8%
COc1ccc(C(C)=O)cc1COC(=O)C(CO)NS(=O)(=O)c1ccc(Br)cc1 (stereo unspecified)	2.1%	-0.5%	-1.6%
